Avidin fluor: green autofluorescence of compounds with avidin beads – biophysical, 488/530 nm, flow cytometry, artefact control, profiling panel | compound fluorescence 488/530 nm; active compounds read high | fluorescence (KMESF) at 10 µM | hit rate 0.38% among 220,000; in the data active = fluorescence above about 47; also: inactives centre near 10
Pf gametocyte: late stage P. falciparum gametocyte viability inhibitors, primary screen, ATP luminescence, HTS | hit rate 0.065% among 150,000 | inhibition, % at 10.9 µM | P. falciparum stage V gametocytes, 24 h;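 active = inhibition above the mean plus 3 SD of compounds within the control limits, set per campaign, cut at about 38% in these data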;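 also: 0% = DMSO wells and 100% = medium only without gametocytes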
Rac1 mut GTP: GTP binding modulators of activated mutant Rac1, primary screen, biochemical, bead-based flow cytometry, multiplex, fluorescent GTP; GST-Rac1 activated beads; actives lie on both sides; 100% means binding = to untreated wells; percent activity (GTP binding), % at 10 µM; hit rate 0.11% among 190,000;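 active = GTP binding at least 20 percentage points away from the 100% baseline, in either direction, so actives lie on both sides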
Cdc42 wt GTP: modulators of GTP binding to wildtype Cdc42, primary screen, biochemical, multiplex bead flow cytometry, Bodipy-GTP; Cell division control protein 42 homolog (Homo sapiens), P60953; GST-Cdc42 beads; actives lie on both sides; percent activity (GTP binding), % at 10 µM; hit rate 0.2% among 190,000; AID 761, 2007;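 active = percent activity GTP binding at least 20 points away from the 100% baseline, either down as inhibitor or up as activator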;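 also: median bead fluorescence of bound Bodipy-FL-GTP at 100 nM; 0% = excess unlabeled GTP control and 100% = no compound control; below 100% means less GTP binding so inhibitor and above means activator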
Rab7 wt GTP bind: modulators of GTP binding to Rab7, primary screen, biochemical, wildtype, multiplex bead flow cytometry | hit rate 0.055% among 190,000 | GTP binding activity (percent of control), % at 10 µM | AID 758, 2007 | GST-Rab7 beads, fluorescent GTP binding; actives lie on both sides; untreated = 100%, excess cold GTP = 0% | Rab7 GTPase wild type (dog), Bodipy-FL-GTP binding;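 active = fluorescent GTP binding to Rab7 beads changed by at least 20 points from the 100% baseline, either direction, mostly lower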;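 also: median green fluorescence of bound Bodipy-FL-GTP per Rab7 bead population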
Rac1 wt modul: wildtype Rac1 GTP binding modulators, primary screen, biochemical, GST-Rac1 beads, flow cytometry, multiplex; AID 757, 2007; GTP binding activity (% of control), % at 10 µM; hit rate 0.27% among 190,000; fluorescent GTP binding; actives lie on both sides; 0 = cold GTP competed, 100 = untreated;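 active = GTP binding activity at least 20 points away from the 100% control level, either lower or higher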
Rab2 wt GTP: modulators of GTP binding to Rab2A wildtype, primary screen, biochemical, dog, bead-based flow cytometry, multiplex | Ras-related protein Rab-2A (Canis lupus familiaris), P61105 | GST-Rab2 wt beads, Bodipy-GTP binding | GTP binding activity, % at 10 µM | hit rate 0.19% among 190,000;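 active = GTP binding activity at least 20 points away from 100%, either lowered or raised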;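 also: 0% = beads with excess unlabeled GTP and 100% = no-compound control corrected for plate trend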
HRas wt GTP bind: modulators of GTP binding to HRas wildtype, primary screen, biochemical, bead-based flow cytometry, multiplex | GTP binding activity, % at 10 µM | GTPase HRas (Homo sapiens), P01112 | hit rate 0.14% among 190,000 | GST-Ras wt beads, Bodipy-FL-GTP binding; actives lie on both sides;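 active = GTP binding activity at least 20% away from the 100% baseline, either lowered as inhibitor or raised as activator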;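 also: 0% = unlabeled GTP competition control and 100% = no-compound control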
ABCB1 block: ABCB1 efflux pump inhibitors, primary screen, cell-based, multiplex, flow cytometry, ABCG2 counter-screen; CCRF-Adr cells, JC-1 efflux; inhibition, % at 6.6 µM; hit rate 0.067% among 190,000; AID 1326, 2008; in the data active = inhibition above about 40%;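 also: 0% = vehicle and 100% = reference inhibitor; higher value means more JC-1 retained so stronger ABCB1 efflux block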
Target sequence (P08183 whole entry, looked up): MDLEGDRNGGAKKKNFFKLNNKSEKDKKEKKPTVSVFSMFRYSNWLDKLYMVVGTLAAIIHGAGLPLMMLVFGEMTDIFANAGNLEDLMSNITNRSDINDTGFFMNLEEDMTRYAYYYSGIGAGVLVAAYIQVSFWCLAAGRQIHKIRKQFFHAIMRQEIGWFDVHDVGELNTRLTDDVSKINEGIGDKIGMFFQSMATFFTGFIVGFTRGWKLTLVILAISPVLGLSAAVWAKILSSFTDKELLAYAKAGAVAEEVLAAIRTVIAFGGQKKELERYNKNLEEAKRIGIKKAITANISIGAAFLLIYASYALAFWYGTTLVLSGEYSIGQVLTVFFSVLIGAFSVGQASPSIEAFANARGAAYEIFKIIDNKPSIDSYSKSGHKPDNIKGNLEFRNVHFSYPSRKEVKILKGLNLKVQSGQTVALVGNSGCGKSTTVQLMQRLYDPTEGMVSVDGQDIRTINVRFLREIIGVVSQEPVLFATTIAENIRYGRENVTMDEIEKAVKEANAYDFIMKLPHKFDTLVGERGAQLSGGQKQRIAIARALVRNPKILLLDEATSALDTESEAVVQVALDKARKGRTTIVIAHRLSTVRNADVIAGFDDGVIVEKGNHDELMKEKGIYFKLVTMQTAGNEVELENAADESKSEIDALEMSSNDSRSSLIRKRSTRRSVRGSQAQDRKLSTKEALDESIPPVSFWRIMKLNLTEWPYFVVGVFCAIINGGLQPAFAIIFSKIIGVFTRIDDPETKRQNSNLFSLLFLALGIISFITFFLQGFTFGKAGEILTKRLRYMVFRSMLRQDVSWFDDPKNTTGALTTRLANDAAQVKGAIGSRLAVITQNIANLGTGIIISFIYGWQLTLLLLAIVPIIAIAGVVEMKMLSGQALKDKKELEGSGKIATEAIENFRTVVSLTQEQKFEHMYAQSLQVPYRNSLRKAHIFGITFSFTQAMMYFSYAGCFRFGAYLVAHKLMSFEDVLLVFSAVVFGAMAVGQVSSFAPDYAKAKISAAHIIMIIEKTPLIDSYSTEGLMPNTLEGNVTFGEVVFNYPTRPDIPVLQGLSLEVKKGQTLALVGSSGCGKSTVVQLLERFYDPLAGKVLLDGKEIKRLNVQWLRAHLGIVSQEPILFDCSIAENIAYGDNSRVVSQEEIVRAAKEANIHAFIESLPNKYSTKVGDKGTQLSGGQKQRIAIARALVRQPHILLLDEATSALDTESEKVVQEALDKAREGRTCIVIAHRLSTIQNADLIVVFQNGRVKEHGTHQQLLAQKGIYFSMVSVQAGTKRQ
Mcl1 Noxa PPI: Mcl-1/Noxa binding inhibitors, primary screen, biochemical, TR-FRET, 1536-well. Induced myeloid leukemia cell differentiation protein Mcl-1 (Homo sapiens), Q07820. TR-FRET Mcl-1/Noxa peptide binding, 2 h. inhibition, % at 21.7 µM. hit rate 1.5% among 220,000. AID 1022, 2008;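 active = compounds that cut the protein-peptide binding signal by more than 50% relative to plate controls in a single-dose test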;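 also: His-tagged Mcl-1 with rhodamine Noxa BH3 peptide and terbium anti-His antibody; 0% = Mcl-1 plus Noxa peptide wells and 100% = peptide-only wells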
ABCG2 inh: ABCG2 efflux pump inhibitors, primary screen, multiplex with ABCB1, IgMXP3 cells, flow cytometry | Broad substrate specificity ATP-binding cassette transporter ABCG2 (Homo sapiens), Q9UNQ0 | JC-1 efflux | inhibition, % at 6.6 µM | hit rate 0.1% among 190,000 | AID 1325, 2008;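 active = inhibition above 80%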;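 also: 0% = DMSO and 100% = nicardipine control wells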
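Measure – % inhibition of efflux relative to nicardipine and DMSO · Test system – ABCG2 IgMXP3 and barcoded ABCB1 CCRF-Adr cell mix · Control set – nicardipine as high control, DMSO as low control · Compound – one concentration, 6.6 µM final · Signal – flow cytometry of retained JC-1 fluorescence · Timing – 10 min exposure at 25 °C with rotation, no wash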
Starred values were filed as active, the others as inactive; nt = no result given. Compounds as they come; about 2.3% have a hit in one of these screens.

Results follow in this order: ABCG2 inh, Pf gametocyte, Mcl1 Noxa PPI, Rac1 wt modul, Rac1 mut GTP, HRas wt GTP bind, Avidin fluor, Rab2 wt GTP, Cdc42 wt GTP, Rab7 wt GTP bind, ABCB1 block
COC(=O)c1ccc(C)c(NC(=O)CCSc2ccc(C)cc2)c1
 : 4, nt, 15, 98, 100, 97, 6, 95, 98, 97, 0.2
COC(=O)c1c(NC(=O)/C=C/c2ccco2)sc2c1CCC2
 : 2, nt, 23, 105, 100, 101, 19, 101, 101, 101, 0.7
CCCC1(c2ccccc2)NC(=O)N(CC(=O)Nc2cc(S(=O)(=O)N3CCOCC3)ccc2Cl)C1=O (stereo not given)
 : 1, 2, 2, 96, 91, 97, 22, 98, 94, 99, 0.2
N#Cc1nc(COc2cccc(Cl)c2)oc1N1CCN(c2ccccc2)CC1
 : 5, nt, 8, 98, 96, 97, 18, 97, 96, 95, 0.6
COC(=O)c1[nH]c2ccc(F)cc2c1NS(=O)(=O)c1ccc(OC)cc1OC
 : 2, nt, -14, 100, 97, 101, 11, 99, 100, 100, 0.2
Cc1ccccc1C(=O)NC1CCN(C(=O)N2CCOCC2)CC1
 : 1, nt, -1, 105, 99, 102, 3, 98, 98, 101, 0.6
COc1ccc(Oc2nc(OC)cc(OC)n2)cc1
 : 1, nt, -12, 96, 96, 97, 11, 96, 96, 101, -0.1
COc1ccc(Cl)cc1N(CC(=O)N/N=C/c1ccc(OCC(N)=O)cc1)S(C)(=O)=O
 : 9, -12, -14, 98, 95, 100, 10, 99, 99, 107, 0.2
CCN(/C=N/c1sc2c(c1C#N)CCCCC2)CC
 : 5, 9, 6, 95, 97, 97, 33, 97, 98, 98, 1.3
COCCn1c(=NC(=O)CN2C(=O)CCC2=O)sc2cc(S(N)(=O)=O)ccc21
 : 0, nt, -7, 103, 97, 100, 4, 100, 102, 102, -0.7
Cc1ccc(NC(=O)c2sc(Cl)nc2-c2ccccc2)cc1
 : 1, nt, 3, 96, 96, 97, 8, 95, 97, 96, 0.0
N#Cc1c2n(c3c(=O)n(Cc4ccccc4Cl)cnc13)CCCC2
 : 8, -24, 7, 102, 98, 99, 27, 98, 97, 101, 1.1
O=S(=O)(c1cccc2cccnc12)N1CCN(Cc2ccc3c(c2)OCO3)CC1
 : 3, nt, 13, 99, 97, 104, 16, 101, 100, 100, 0.9
COc1ccc(NC(=O)COC(=O)c2ccc(OCc3ccccc3Cl)c(OC)c2)c(OC)c1
 : 14, nt, -15, 103, 99, 100, 5, 98, 96, 102, 9.1
Cc1cccc(-n2c(N)c(C(=O)NCCN3CCOCC3)c3nc4ccccc4nc32)c1
 : -1, nt, 23, 96, 96, 94, 21, 95, 95, 94, 0.1
O=C(/C=C/c1ccc(Br)cc1)c1ccc(NC(=O)c2ccco2)cc1
 : 3, -1, -16, 98, 98, 97, 8, 99, 95, 99, 0.1
COc1ccc(C(=O)/C=C/c2ccc(OC)c(CN3CCOCC3)c2)cc1
 : 5, nt, 4, 104, 99, 100, 2, 96, 96, 97, 1.3
CC(=O)Nc1cccc(OCC(O)Cn2cnc3ccccc32)c1 (stereo not given)
 : 0, -9, -8, 110, 100, 102, 8, 99, 103, 101, 0.0
CCC(C(=O)OCC(=O)Nc1c(Cl)cccc1Cl)c1ccccc1 (stereo not given)
 : 0, -5, 7, 99, 98, 98, 10, 98, 93, 96, 0.2
CN(Cc1ccccc1)C(=C(Cl)Cl)/C(=C1/NCCN1C)[N+](=O)[O-]
 : 0, nt, -3, 100, 97, 98, 26, 100, 98, 95, 0.3
NC(=O)Cc1nc2scc(-c3ccccc3)c2c(=O)[nH]1
 : 0, 12, 32, 95, 94, 94, 8, 94, 96, 94, -0.1
Cc1ccc(S(=O)(=O)N2CCN(C(=O)CN3CCOCC3)C2C(C)C)cc1 (stereo not given)
 : 0, nt, -1, 105, 101, 98, 16, 100, 102, 95, 0.5
CCCn1c(SCC(=O)Nc2nnc(CC)s2)nnc1-c1ccncc1
 : 1, -18, 9, 101, 96, 98, 11, 98, 97, 99, 0.3
COc1ccc(NC(=O)C(NC(C)=O)C(=O)NCc2ccccc2OC)cc1 (stereo not given)
 : 0, -35, -11, 106, 101, 101, 4, 101, 101, 100, 0.1
CC(=O)Oc1ccc(C(=O)Nc2ccccc2C(=O)NCC(C)C)cc1
 : 8, nt, 13, 100, 99, 102, 20, 99, 104, 100, 1.2
Cc1cc(C)c(NC(=S)N(CCN(C)C)C(C)c2cccnc2)c(C)c1 (stereo not given)
 : 3, -24, -10, 96, 97, 99, 6, 98, 98, 106, 0.8
COc1ccccc1NS(=O)(=O)c1cc(N)ccc1N1CCCCC1
 : -1, -26, 18, 95, 90, 96, 7, 94, 95, 96, -0.3
O=C(NNC1CC(=O)N(c2ccccc2)C1=O)c1ccco1 (stereo not given)
 : 2, 10, -3, 98, 94, 99, 10, 97, 97, 97, -0.3
CCOc1ccc2oc(C(=O)NC3CC(C)(C)NC(C)(C)C3)c(C)c2c1
 : -3, nt, -13, 95, 93, 92, 22, 95, 96, 93, -0.3
COC(=O)c1c(NC(=O)CSc2nnc(Cn3nnc4ccccc43)n2C)sc(C)c1C
 : 2, -19, -10, 95, 94, 97, 24, 97, 96, 100, 0.9

Some of the entries above, reformatted:
compound,ABCG2 inh,Pf gametocyte,Mcl1 Noxa PPI,Rac1 wt modul,Rac1 mut GTP,HRas wt GTP bind,Avidin fluor,Rab2 wt GTP,Cdc42 wt GTP,Rab7 wt GTP bind,ABCB1 block
COCCn1c(=NC(=O)CN2C(=O)CCC2=O)sc2cc(S(N)(=O)=O)ccc21,0,nt,-7,103,97,100,4,100,102,102,-0.7
Cc1ccc(NC(=O)c2sc(Cl)nc2-c2ccccc2)cc1,1,nt,3,96,96,97,8,95,97,96,0.0
N#Cc1c2n(c3c(=O)n(Cc4ccccc4Cl)cnc13)CCCC2,8,-24,7,102,98,99,27,98,97,101,1.1
O=S(=O)(c1cccc2cccnc12)N1CCN(Cc2ccc3c(c2)OCO3)CC1,3,nt,13,99,97,104,16,101,100,100,0.9
COc1ccc(NC(=O)COC(=O)c2ccc(OCc3ccccc3Cl)c(OC)c2)c(OC)c1,14,nt,-15,103,99,100,5,98,96,102,9.1

(list continues)
Results follow in this order: ABCG2 inh, Pf gametocyte, Mcl1 Noxa PPI, Rac1 wt modul, Rac1 mut GTP, HRas wt GTP bind, Avidin fluor, Rab2 wt GTP, Cdc42 wt GTP, Rab7 wt GTP bind, ABCB1 block
CC(O)CSc1nc2c(c(=O)[nH]c(=O)n2C)n1CC(O)COc1ccccc1 (stereo not given)
 : 1, 6, 17, 103, 98, 97, 3, 97, 100, 97, 1.6
CCc1nnc(NC(=O)C2CCN(c3nccc(C)n3)CC2)s1
 : 3, 22, 1, 105, 100, 105, 10, 103, 106, 101, 0.6
CC(C)c1cc(C(=O)O)n[nH]1
 : 0, nt, 16, 100, 100, 101, 9, 102, 101, 100, 0.0
Cc1cc2c(cc1C)C(c1ccsc1)CC(=O)N2 (stereo not given)
 : 6, -9, 7, 100, 95, 97, 9, 96, 98, 101, 1.6
COc1ccc(OCCCC(=O)Nc2cccc([N+](=O)[O-])c2)cc1
 : 2, -3, 11, 103, 101, 101, 5, 99, 103, 100, 0.1
O=c1c2ccccc2nc(CSc2nnnn2-c2ccccc2)n1-c1ccccc1Cl
 : 0, -17, -136, 103, 97, 100, 5, 96, 97, 98, 0.6
Cc1cccc(-n2c(-c3csc(C)c3C)n[nH]c2=S)c1
 : -4, 3, 23, 100, 98, 99, 3, 99, 100, 97, -0.5
O=C(Nc1cccc(Cl)c1N1CCCCC1)c1ccc2c(c1)OCCO2
 : 3, nt, 0, 104, 99, 100, 9, 100, 104, 101, 0.5
Cn1c(O)c(C=NC(CC(N)=O)C(=O)O)c(=O)n(C)c1=O (stereo not given)
 : 0, nt, 2, 104, 99, 101, 5, 101, 101, 101, -0.1
O=S(=O)(c1ccc(Oc2ccc(Br)cc2F)nc1)N1CCCCC1
 : 1, nt, 12, 101, 94, 98, 25, 99, 102, 102, 0.5
CC(=O)NCCCC(=O)NN1C(=S)N(Cc2ccccc2)C(=O)C1CC(=O)Nc1cccc(C)c1 (stereo not given)
 : -1, -13, 6, 94, 93, 96, 10, 98, 94, 103, -0.2
Cc1c(Cl)cccc1-n1ccnc1SCC(=O)O
 : 1, nt, -4, 100, 100, 102, 14, 102, 102, 97, 0.3
Cc1ccc(-c2nnc(N3CCN(C(=O)c4ccco4)CC3)c3ccccc23)cc1
 : 30, nt, 15, 106, 101, 104, 15, 104, 104, 104, 5.2
O=[N+]([O-])c1ccc(C2Nc3cccc4cccc(c34)N2)cc1
 : -3, -18, 67*, 97, 99, 97, 5, 97, 98, 97, -0.7
COc1cc(C(=O)Oc2ccccc2/C=N/NC(=O)c2ccc(C)c(Cl)c2)cc(OC)c1OC
 : 8, -4, 4, 98, 98, 99, 10, 96, 99, 98, 2.5
COc1ccc(NC(=O)CSc2nc3ccccc3c(=O)n2CCC(=O)N2CCCCC2)cc1
 : 0, 4, 0, 102, 101, 101, 12, 102, 102, 94, -0.1
C=CCc1cc(C=O)cc(OC)c1OCc1c(Cl)cccc1Cl
 : 1, 19, -23, 99, 97, 95, 5, 98, 95, 95, -0.2
Cc1ccc(N2C(N)=NC(N)=NC23CCCC3)c(C)c1
 : 4, nt, -1, 107, 102, 103, 13, 99, 102, 103, 0.6
COCCn1c(-c2cccc([N+](=O)[O-])c2)nc2c1c(=O)[nH]c(=O)n2Cc1ccccc1
 : 11, 20, -6, 103, 101, 101, 14, 102, 101, 100, 2.7
Cc1ccc(C)c(NC(=S)NC(NC(=O)Cc2ccccc2)C(Cl)(Cl)Cl)c1 (stereo not given)
 : 1, 9, 9, 100, 98, 100, 10, 97, 97, 99, 0.2
CCc1ccc(-c2nc(NC(=S)NC(=O)c3cccs3)sc2C)cc1
 : 3, nt, 8, 101, 98, 101, 57*, 99, 100, 100, 0.5
Cc1cc(C(=O)Cn2nc(C(=O)O)c3ccccc3c2=O)c(C)n1-c1ccccc1
 : -1, -5, -7, 89, 91, 95, 4, 90, 92, 98, 0.3
CC(C)CN(CC(C)C)C(=O)Nc1cccc([N+](=O)[O-])c1
 : 5, 10, -3, 97, 95, 96, 8, 96, 97, 95, 1.0
